# From PubChem
# RGS4 inhibitor: blocks human RGS4-accelerated GTP hydrolysis; P49798; Transcreener GDP fluorescence polarization, RGS4-accelerated GTP hydrolysis; Potency, µM (series often up to 114 µM), for the others: at the highest dose activity change, negative = inhibition, actives largely listed as inhibitors; 390,000 compounds, 0.039% hits; AID 504845; also: potency is read from the fitted curve at half-maximal effect; % is scaled to controls: 0 for no effect and ±100 for the full control effect; nearly all actives have a fitted effect of over 75% in size; some results filed as inactive show a strong effect at the top dose
# Target sequence (P49798 whole entry, looked up): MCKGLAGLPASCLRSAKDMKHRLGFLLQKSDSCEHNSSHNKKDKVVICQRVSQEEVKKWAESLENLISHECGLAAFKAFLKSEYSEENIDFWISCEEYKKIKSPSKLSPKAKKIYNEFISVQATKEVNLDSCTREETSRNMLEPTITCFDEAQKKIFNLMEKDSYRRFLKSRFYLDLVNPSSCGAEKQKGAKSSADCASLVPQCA
#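 MLSMR compounds (23 nl, pin-transferred) preincubated 10 min at room temperature with a 500nM (2x) first reagent, then RGS4 at 900nM (2x) plus Transcreener GDP mix added; fluorescence polarization (620/688 nm) read before and after 90 min at 30 °C.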
# ALOX12 inh: inhibitors of human 12S-lipoxygenase ALOX12; P18054; purified 12hLO, xylenol orange hydroperoxide absorbance; Potency, µM (titrated, usually from 108 µM), without a hit: top-dose activity change, negative = inhibition, actives largely listed as inhibitors; 580,000 compounds, 1.1% hits; AID 1671190; also: potency is read from the fitted curve at half-maximal effect; % is scaled to controls: 0 for no effect and ±100 for the full control effect
#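 Purified human 12hLO at 150 nM in 25 mM Hepes, 0.01% Triton X-100, pH 7.0, preincubated 15 min at room temperature with compound. Reaction started with 40 uM arachidonic acid, 30 min at room temperature. Hydroperoxide measured by Fe-xylenol orange, 573/405 nm absorbance ratio.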
# ERG Ets-DNA blk: inhibitors of human ERG Ets domain-DNA interaction. Potency, µM (titrated, usually from 76.9 µM), inactives show at the highest dose FP activity, negative = inhibition, actives largely listed as inhibitors. AID 624246. 370,000 compounds, 0.028% hits. P11308. fluorescence polarization, His-ERG Ets domain / labelled DNA; active = well fitted inhibition curve with a large enough effect in the polarisation, with a control signal flat; inconclusive = small, poorly fitted or top-dose-only effect, or effect the other way, or a change in a side signal; inactive = no such curve, though single readings can be large or run the other way; the % refers to the polarisation;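 also: polarization taken with two DNA probes labelled with fluorescein and Texas red; potency is read from the fitted curve at half-maximal effect; % of control where 0% means no effect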
# Target sequence (P11308 whole entry, looked up, the tested form may be a part): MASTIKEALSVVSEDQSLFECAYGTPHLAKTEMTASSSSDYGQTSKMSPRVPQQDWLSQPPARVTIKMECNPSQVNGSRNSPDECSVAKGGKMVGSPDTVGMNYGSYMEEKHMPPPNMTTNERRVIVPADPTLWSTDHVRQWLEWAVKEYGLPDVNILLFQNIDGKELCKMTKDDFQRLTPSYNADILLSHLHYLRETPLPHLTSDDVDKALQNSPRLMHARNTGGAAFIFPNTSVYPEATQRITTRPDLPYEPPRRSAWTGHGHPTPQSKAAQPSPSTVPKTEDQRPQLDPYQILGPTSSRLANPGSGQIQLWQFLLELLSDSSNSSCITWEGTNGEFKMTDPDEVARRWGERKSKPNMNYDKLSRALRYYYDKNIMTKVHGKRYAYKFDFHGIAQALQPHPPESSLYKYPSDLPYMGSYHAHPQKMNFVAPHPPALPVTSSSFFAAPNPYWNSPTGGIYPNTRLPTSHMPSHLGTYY
#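 His-tagged ERG Ets domain (1 uM in the protein solution; 300mM KCl, 50mM Tris-HCl, 1mM EDTA, 1mM DTT, pH 7.5) received compound, then a probe mix of 5 nM fluorescein-DNA and 100nM Texas-615-DNA. Fluorescence polarization was read for both dyes.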
# Vif-A3G inh: Vif-A3G binding inhibition; Q9HC16; HeLa A3G-eYFP + Vif (tagged APOBEC3G with the HIV-1 protein that degrades it), YFP fluorescence, overnight; Potency, µM (titrated, usually from 46.1 µM), for inactives: top-dose activity, negative = active, usual class: inhibitors; 410,000 compounds, 0.076% hits; AID 602310;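 also: potency is read from the fitted curve at half-maximal effect; % is scaled to controls: 0 for no effect and ±100 for the full control effect; nearly all actives have a fitted effect of over 60% in size; hits raise eYFP signal because A3G escapes Vif-driven loss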
# Target sequence (Q9HC16 whole entry, looked up): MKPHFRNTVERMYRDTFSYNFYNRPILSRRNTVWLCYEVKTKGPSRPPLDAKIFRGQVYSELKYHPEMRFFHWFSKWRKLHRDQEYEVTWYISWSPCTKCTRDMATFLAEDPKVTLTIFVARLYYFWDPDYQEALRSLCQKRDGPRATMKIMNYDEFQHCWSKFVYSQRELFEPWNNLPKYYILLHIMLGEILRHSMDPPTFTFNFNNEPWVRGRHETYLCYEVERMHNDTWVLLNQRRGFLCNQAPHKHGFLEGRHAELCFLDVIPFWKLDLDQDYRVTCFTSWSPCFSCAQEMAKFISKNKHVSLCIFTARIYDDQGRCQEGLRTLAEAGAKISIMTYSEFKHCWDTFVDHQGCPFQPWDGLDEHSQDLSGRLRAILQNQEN
#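 HeLa cells stably expressing Vif and C-terminally eYFP-tagged A3G, seeded overnight at 37 deg C, then exposed to compound by pintool overnight at 37 deg C. Rise in yellow fluorescence (Ex 488/Em 500-530, Acumen) marks blocked Vif-driven A3G degradation.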
# LDHA inh: blocks human lactate dehydrogenase A; P00338; purified LDHA, NADH/diaphorase-resazurin fluorescence; stronger effect = lower value; activity change, % (values are at about 110 or 230 µM); 480,000 compounds, 0.15% hits; AID 1347041; in the data active = activity change below about -30%; inconclusive = mostly about -25% to -30%;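 also: plate controls were DMSO wells for no effect and wells without enzyme for full effect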
#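 LDH5 2 nM; NADH 0.06 mM, pyruvate 0.2 mM; 200 mM Tris pH 7.4, EDTA, Tween-20; 5 min RT. Detection: diaphorase 0.133 mg/mL + resazurin 37 µM, fluorescence ex540/em590 at 0 and 20 min; normalized to enzyme-free and DMSO wells.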
# D2 ag: D2 dopamine receptor (human) agonism. P14416. HEK293 T-REx D2 cells, calcium flux agonist mode. activation, % at 2 µM. AID 485358. 340,000 compounds, 0.53% hits;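 active = activation over 3 SD above normal in the single-dose calcium agonist read, cut at about 30% in these data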; also: 0% is about no effect
#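 Calcium-flux readout, 1 cycle/sec over 180 s following compound pin transfer, in inducible HEK293 Trex D2 cells (force-coupled); dopamine controls included. Positive calcium responses during this window marked compounds as potential agonists.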
# D2 antagonist: antagonizes the human D2 dopamine receptor; P14416; HEK293 TREx D2 cells, calcium flux, dopamine EC80; inhibition, % at 10 µM; 340,000 compounds, 2% hits; in the data active = inhibition above about 30%; also: 0% is about no effect
#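 Tetracycline-induced HEK293 TREx cells expressing D2 receptor forced-coupled to calcium signalling, loaded with no-wash calcium dye. Compounds added and calcium flux read 180 s, then dopamine added at EC80 and read a further 180 s.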
# Vif-APOBEC3F blk: blocks the Vif interaction with APOBEC3F; HeLa A3F-eYFP + Vif (tagged APOBEC3F with the HIV-1 protein that degrades it), YFP fluorescence increase; Potency, µM (top dose mostly 46.1 µM), inactives show top-dose activity, negative = active; 390,000 compounds, 0.2% hits; also: potency is read from the fitted curve at half-maximal effect; % of control where 0% means no effect; nearly all actives have a fitted effect of over 65% in size
#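 HeLa cells stably expressing Vif plus C-terminally eYFP-tagged A3F were seeded, incubated overnight at 37 deg C, dosed with compound, incubated overnight again at 37 deg C. Yellow fluorescence (Ex 488/Em 500-530) reported blocked Vif-mediated A3F-eYFP degradation.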
# GRP78 ERSR act: ER stress response induction in glioma | U87-MG GRP78 promoter luciferase reporter, 16 h | Potency, µM, for the others: at the highest dose activation, most hits filed as activators | 420,000 compounds, 0.02% hits; also: potency is read from the fitted curve at half-maximal effect; series mostly up to about 76 µM; % of control where 0% means no effect; nearly all actives have a fitted effect of over 35% in size
#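 ERSR induction read as luciferase luminescence (Bright-Glo, 10 min at room temperature) in stably transfected human U87-MG glioma cells exposed to compounds for 16 h, using GRP78 as sensor.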
# The depositor's hits bear a star; i = inactive; u = inconclusive; x = no result given; & = joins results of further samples; [ ] = dose if it differs, or a comment. Unless noted, calls follow the shape of the dose curve; as a rule, active = well fitted curve in the direction sought with a large enough effect; inconclusive = small, poorly fitted or top-dose-only effect, or another doubt; inactive = no such curve, though single readings can be large; an effect the other way counts as inactive or inconclusive. Only part of the results is shown, so the mix of outcomes need not match the whole.
structure	RGS4 inhibitor	ALOX12 inh	ERG Ets-DNA blk	Vif-A3G inh	LDHA inh	D2 ag	D2 antagonist	Vif-APOBEC3F blk	GRP78 ERSR act
COc1ccc(C2=CC(=O)C[C@H](c3ccc(OC)cc3)C2)cc1	-10%	1%	-17%	0%	-2	x	x	0%	1%
COc1cc(CN(C(=O)c2cccc(C)c2)c2ccccn2)cc(OC)c1OC	17%	-5%	1%	3%	-3	1.1	x	-2%	-2%
O=C(CN1C(=O)c2ccccc2S1(=O)=O)c1ccc(OC(F)F)cc1	-8%	x	1%	3%	-5	-1.5	-5	-13%	-14%
COC(=O)c1cc(OCC(=O)NC2CCCc3ccccc32)cc(C(=O)OC)c1 (stereo not given)	16%	1%	10%	-4%	0	-0.3	22	-8%	-6%
CC1CCC(NC(=O)C(NS(=O)(=O)c2cccc3nsnc23)C(C)C)CC1 (stereo not given)	-26%[56.9 µM]	-1%	-6%	0%	-2	0.4	-1	2%	0%
COc1ccc(NC(=O)CN(C)S(=O)(=O)c2ccc(Br)s2)cc1OC	23%	1%	-7%	2%	3	-0.6	5	4%	-1%
COC(=O)c1ccc(C2C(C(=O)OCC(C)C)=C(C)N=C3SCCC(=O)N32)cc1 (stereo not given)	-8%	-11%	0%	-1%	-2	0.6	4	0%	-2%
Cc1sc2nc(C3CC3)nc(SCC(=O)N3CCc4ccccc4C3)c2c1C	-21%	1%	-4%	-2%	-4	1.2	-19	-1%	-3%
CCC(CC)C(=O)c1c[nH]c(C(=O)NCc2ccccc2)c1	-3%	0%	0%	0%	-6	-1.0	9	1%	-4%
COc1ccccc1NC(=O)CCN1CCCCCC1	20%	-31%	x	-1%	-4	0.3	-22	-3%	-2%
Cc1cc(=O)n2[nH]c(-c3ccsc3-n3c(C)ccc3C)cc2n1	-12%[11.4 µM]	-23%	27%	-11%	-2	-2.1	3	-12%	-4%
N#Cc1cccc(S(=O)(=O)NCC(=O)NCCCc2ccccc2)c1	-1%	4%	1%	-1%	-11	-0.6	2	-9%	-7%
O=C(c1ccoc1)N1CCC(CO)(CCc2ccccc2)CC1	20%	0%	2%	0%	0	0.6	5	11%	-1%
N#CC(c1ccc([N+](=O)[O-])cc1)C(CC(=O)c1ccccc1)c1ccccc1 (stereo not given)	16%	-3%	7%	-4%	-13	x	x	5%	-1%
Cc1ccc(S(=O)(=O)N2CCCN(S(=O)(=O)c3ccc(C)cc3)CC2)cc1	-10%	-27%	-3%	4%	-10	0.1	7	0%	-4%
CCOC(=O)CSc1nnc(CNC(=O)c2ccc(OC)cc2OC)n1-c1ccc(OC)cc1	-16%	10%	-5%	2%	-5	-1.7	-3	-5%	-4%
CCOC(=O)C1CCN(C(=S)Nc2cccc(C)c2)CC1	-1%	0%[57.4 µM]	x	0%	-5	-0.1	0	-6%	-3%
CNc1ccc(C2(O)C(=O)c3ccccc3C2=O)cc1	21%	3%	-12%	-6%	-5	0.1	4	1%	-2%
CC(=O)c1cccc(NC(=O)c2noc3c2CC(C)CC3)c1 (stereo not given)	-4%	-13%	8%	-2%	-6	0.2	x	0%	1%
CN(C)CCCSc1nc(-c2ccccc2)nc2c1CCC2	1%	-27%	-8%	3%	-1	-0.8	-14	-22%	-1%
COc1cccc(CNCCO)c1OCc1ccc(Cl)cc1	21%	-4%	-2%	1%	-7	-0.2	7	0%	-6%
O=C(C[C@@H]1C/C=C\C[C@@H](Cc2ccc(F)cc2)C(=O)OCCNC1=O)NCCO	-17%	3%	5%	1%	-5	x	x	0%	-6%
O=C(NC(C(=O)NCCN1CCOCC1)C12CC3CC(CC(C3)C1)C2)C1CCCCC1 (stereo not given)	6%	6%	-7%	0%	-1	-0.3	-2	7%	-5%
CCc1ccc(-c2cn3c(n2)sc2cc(C(=O)NC4CCCCCC4)ccc23)cc1	3%	-19%	0%	3%	-3	-1.3	x	-23%	0%
O=C1[C@@H](c2ccccc2)[C@@H](c2ccccc2)N1c1cccnc1	9%	u	8%	-9%	-2	x	x	u	u
Cc1[nH]nc2c1C(c1ccsc1C)C(C#N)=C(N)O2 (stereo not given)	-1%	-5%	x	-16%	-1	-0.6	-1	-2%	-3%
COc1cc(CNC(=O)C2CCCC2)cc(OC)c1OC	-15%	45%[activator]	12%	1%	-4	0.5	-29	-35%	-6%
Cc1ccc(CN2C(=O)c3ccccc3C2C(=O)NCC2CCCO2)cc1 (stereo not given)	5%	0%	0%	-3%	-1	0.6	1	-4%	-5%
CC(NC(=O)C(=O)NN=C1CCCCCCC1)c1ccccc1 (stereo not given)	12%	-7%	12%	1%	-11	-0.5	8	0%	-1%
O=C(N/N=C/c1ccncc1)C12CC3CC(CC(C3)C1)C2	-12%	i	2%	5%	-12	-0.3	-13	10%	5%

# Of the compounds above, two contain fluorine:
structure	RGS4 inhibitor	ALOX12 inh	ERG Ets-DNA blk	Vif-A3G inh	LDHA inh	D2 ag	D2 antagonist	Vif-APOBEC3F blk	GRP78 ERSR act
O=C(CN1C(=O)c2ccccc2S1(=O)=O)c1ccc(OC(F)F)cc1	-8%	x	1%	3%	-5	-1.5	-5	-13%	-14%
O=C(C[C@@H]1C/C=C\C[C@@H](Cc2ccc(F)cc2)C(=O)OCCNC1=O)NCCO	-17%	3%	5%	1%	-5	x	x	0%	-6%

# Following part
structure	RGS4 inhibitor	ALOX12 inh	ERG Ets-DNA blk	Vif-A3G inh	LDHA inh	D2 ag	D2 antagonist	Vif-APOBEC3F blk	GRP78 ERSR act
CCOc1ccc(S(=O)(=O)N2CCCC(C(=O)N3CCN(CC)CC3)C2)cc1Cl (stereo not given)	20%	-18%	-6%	-6%	-8	-2.9	20	-8%	-5%
COc1cc(C(=O)OC(C)C(=O)Nc2ccc3c(c2)OCO3)ccc1OCc1c(C)noc1C (stereo not given)	11%	0%	1%	3%	-1	-0.4	2	-12%	2%
CCCn1c(=O)[nH]c(=O)c2c(C(=O)OCC)cc(-c3cccs3)nc21	-33%	-29%&-8%	-5%	-7%	-15&7	0.0	3	u	5%
O=C(Cc1cccs1)N(CC1CCCO1)C1(C(=O)NC2CCCC2)CCCCC1 (stereo not given)	1%	-7%	-18%	1%	0	-0.4	-7	6%	-3%
CC(NC(=S)Nc1ccc(S(N)(=O)=O)cc1)c1ccc2c(c1)OCO2 (stereo not given)	-35%	2%	-2%	6%	-7	-0.5	8	-5%	-6%
COc1cc(/C=C/C(=O)N2CCN(C(=O)/C=C/c3cc(OC)c(OC)c(OC)c3)CC2)cc(OC)c1OC	-8%	x	8%	3%	1	0.8	-4	6%	-3%
COc1cc(C2CC(=O)Nc3cc4c(cc32)OCO4)cc(OC)c1O (stereo not given)	1%	0%	1%	-1%	20	1.0	x	0%	0%
Cc1cc(C)c(NC(=O)CSc2cccc[n+]2[O-])c(C)c1	10%	u	11%	0%	-7	x	x	3%	1%
COc1cc(N)n(S(=O)(=O)c2ccc(C)cc2)n1	0%	3%	-3%	-1%	-10	-0.2	8	-1%	-6%
CCOCCCn1c(=S)[nH]c2cc(C(=O)NC3CCCC(C)C3C)ccc2c1=O (stereo not given)	-9%	6%	-1%	1%	-9	-0.2	-18	2%	1%
Cc1c(NC(=O)COC(=O)C2(c3ccccc3F)CCCC2)c(=O)n(-c2ccccc2)n1C	12%	-4%	-10%	0%	-10	-0.2	-6	9%	-1%
Cc1ccccc1NC(=O)COC(=O)CCSc1ccccc1	11%	20%	-6%	-1%	-11	-0.5	-21	7%	-3%
O=C(Nc1ccc(Cl)c(S(=O)(=O)N2CCCCC2)c1)c1cnccn1	-18%	u	7%	0%	-1	0.2	-5	3%	-2%
O=c1c(O[C@H]2O[C@@H](CO)[C@H](O)[C@@H](O)[C@@H]2O)c(-c2ccc(O)cc2)oc2cc(O)cc(O)c12	-6%	-21%	9%	0%	5	0.6	14	4%	-2%
COCCCNC(=O)CCCn1c(=O)c2ccccc2n(Cc2cccc([N+](=O)[O-])c2)c1=O	14%	0%	-3%	2%	-6	-0.2	-4	6%	0%
CC(=O)Nc1ccc2nc(CN3CCN(CC(C)C)C(CCO)C3)ccc2c1 (stereo not given)	-22%	u	0%	1%	3	0.3	12	1%	1%
Cc1ccc(Cn2ccc(NC(=O)c3cc(-c4ccccc4)on3)n2)cc1	-17%	7%	1%	4%	3	-1.4	-1	0%	-3%

# Quoted from the listing:
# `COc1cc(C(=O)OC(C)C(=O)Nc2ccc3c(c2)OCO3)ccc1OCc1c(C)noc1C` (stereo not given) | Vif-A3G inh: 3%
# `COc1cc(N)n(S(=O)(=O)c2ccc(C)cc2)n1` | Vif-APOBEC3F blk: -1%
# `COCCCNC(=O)CCCn1c(=O)c2ccccc2n(Cc2cccc([N+](=O)[O-])c2)c1=O` | D2 ag: -0.2
# `O=c1c(O[C@H]2O[C@@H](CO)[C@H](O)[C@@H](O)[C@@H]2O)c(-c2ccc(O)cc2)oc2cc(O)cc(O)c12` | Vif-A3G inh: 0%
